# CHT allo act – allosteric activators of human choline transporter CHT | B-score at 10 µM | CHT-expressing cells, membrane potential dye, choline EC20; active compounds read high; LV-AA mutant CHT in HEK293 cells | Q9GZV3 | 310,000 compounds, 0.49% hits;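 active = initial fluorescence not abnormally high and integrated response B-score, plate-corrected, over 3 SD above library mean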
# Target sequence (Q9GZV3 whole entry, looked up): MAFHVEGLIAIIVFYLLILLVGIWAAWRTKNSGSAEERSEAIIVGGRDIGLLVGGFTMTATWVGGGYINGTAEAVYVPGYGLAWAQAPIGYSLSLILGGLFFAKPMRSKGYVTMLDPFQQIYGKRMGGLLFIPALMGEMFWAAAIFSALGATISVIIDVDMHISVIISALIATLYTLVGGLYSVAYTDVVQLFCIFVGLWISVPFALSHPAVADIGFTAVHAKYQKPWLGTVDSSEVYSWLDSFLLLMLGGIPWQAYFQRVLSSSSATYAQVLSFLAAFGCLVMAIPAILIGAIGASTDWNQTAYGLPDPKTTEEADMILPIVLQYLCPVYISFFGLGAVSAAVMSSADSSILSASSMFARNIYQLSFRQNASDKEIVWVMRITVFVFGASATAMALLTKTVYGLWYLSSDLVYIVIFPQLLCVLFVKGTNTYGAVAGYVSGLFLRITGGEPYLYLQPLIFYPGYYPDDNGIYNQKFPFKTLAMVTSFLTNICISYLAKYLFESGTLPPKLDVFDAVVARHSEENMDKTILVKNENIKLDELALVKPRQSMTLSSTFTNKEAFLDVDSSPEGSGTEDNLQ
# CHT block – inhibitors of human choline transporter CHT; AID 488975; 310,000 compounds, 0.86% hits; CHT-expressing cells, membrane potential dye, choline response; active compounds read low; B-score at 10 µM;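 active = B-score over 3 SD under the library average, and starting fluorescence ratio not unusually high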;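 note: choline stimulus applied at its EC90 after an EC20 pre-addition; B-score computed on integrated fluorescence ratio after choline addition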
# * hit, by the source's call; i = inactive.
Structure	CHT allo act	CHT block
COC(=O)CCC(=O)OC1(C)C(=O)C2=CN(c3ccccc3)C(c3ccc(OC)cc3)=CC2=C(Br)C1=O (stereo not given)	i	i
CC(C)(C)NC(=O)/C(=C/c1ccco1)c1ccccc1	i	i
C1=CC2CC1CC2CN1CCN(c2ccccc2)CC1 (stereo not given)	i	i
O=C(Cc1ccc(Cl)cc1)Nc1ccc(S(=O)(=O)Nc2ncccn2)cc1	i	i
O=C(N/N=C/c1ccccc1O)C(=O)N1CCCCCC1	i	i
O=C(Nc1ccc(Cl)cn1)c1ccccc1[N+](=O)[O-]	i	i
Cn1c(SCC(=O)Nc2ccc(F)cc2)nnc1C1CC1	i	i
C=CCOc1ccc(/C=C2/C(=N)N3N=C(CC(=O)N4CCCC4)SC3=NC2=O)cc1OC	i	i
Cc1ccc(S(=O)(=O)N(CC(=O)NCCSc2ccccn2)c2ccccc2F)cc1	i	i
Cc1cc(C)n(-c2nnc3n2N=C(c2ccccc2)CS3)n1	i	i
Cc1nc2ncnn2c(C)c1Cc1cccc(F)c1	i	i
CC1(C)CC(=O)C=C(Nc2ccccc2N)C1	i	i
CC1CCCCN1C(=O)c1cc2nc(-c3ccccc3)cc(-c3ccccc3)n2n1 (stereo not given)	i	i
CCSc1nnc2n(-c3ccc(OC)cc3)c(=O)c3c4c(sc3n12)CCCC4	i	i
COc1ccc2c(CC(=O)OCC(=O)Nc3ccc4c(c3)OCO4)coc2c1	i	i
CCN(C(=O)COC(=O)c1ccc(Br)o1)C1CCCCC1	i	i
S=C(NCc1ccco1)NCC(c1ccco1)N1CCCCC1 (stereo not given)	i	i
Nc1cc(=O)[nH]c(SCC(=O)Nc2cc(Cl)cc(Cl)c2)n1	i	i
CC(=O)c1sc(Nc2cccc(C)c2)nc1C	i	i
CCOC(=O)C1C(=O)NC(N2CCCCC2)=NC1c1ccco1 (stereo not given)	i	i
C=CCn1c(Sc2nnc(C)s2)nc2c1c(=O)[nH]c(=O)n2C	i	i
CS(=O)(=O)N(CC(=O)NCC1CCCO1)c1cccc(Cl)c1 (stereo not given)	i	i
CCOC(=O)C1CCN(C(=O)CCc2ccc(S(=O)(=O)NC(C)C)cc2)CC1	i	i
COC(=O)/C(C(C)=O)=C(\C=C\N(C)C)N(C)C	i	i
O=C(CNC(=O)c1ccc([N+](=O)[O-])cc1)N/N=C\c1ccc(OC(=O)c2ccccc2)cc1	i	i
CC(=O)N1CC(C)Sc2ccc(S(=O)(=O)NCCc3ccccc3)cc21 (stereo not given)	i	i
Cc1cc(C)n2nc(SC(C)C(=O)Nc3ccc(Cl)cn3)nc2n1 (stereo not given)	i	i
COc1ccc(OC)c(-n2c(C)cc(C=O)c2C)c1	i	i
CNC(=O)/C(=C\C=C\c1ccccc1)NC(=O)c1ccc([N+](=O)[O-])cc1	i	i
O=C(N/N=C/c1ccc2c(c1)OCO2)c1cc(-c2ccccc2)nc2ccccc12	i	i
CCOC(=O)C1CCN(C(=O)COc2cc(C)c(Br)c(C)c2)CC1	i	i
Cc1cc(OC(C)C(=O)NCC2CCC(C(=O)O)CC2)c2c(C)c(C)c(=O)oc2c1 (stereo not given)	i	i
CCN(C(=O)COC(=O)/C=C/c1cccc(Br)c1)C1CCS(=O)(=O)C1 (stereo not given)	i	i
O=C(Nc1ccc(F)c(Cl)c1)C1CCCCC1	i	i
CCCCOc1ccc(NS(=O)(=O)c2ccc(-n3cnnn3)cc2)cc1	i	i
Cc1cccc(N2CSC3=C(C#N)C(c4ccc(C)o4)CC(=O)N3C2)c1 (stereo not given)	i	i

# For convenience, some entries already given.
Structure	CHT allo act	CHT block
Cc1cc(OC(C)C(=O)NCC2CCC(C(=O)O)CC2)c2c(C)c(C)c(=O)oc2c1 (stereo not given)	i	i
CCN(C(=O)COC(=O)/C=C/c1cccc(Br)c1)C1CCS(=O)(=O)C1 (stereo not given)	i	i
O=C(Nc1ccc(F)c(Cl)c1)C1CCCCC1	i	i
CCCCOc1ccc(NS(=O)(=O)c2ccc(-n3cnnn3)cc2)cc1	i	i
Cc1cccc(N2CSC3=C(C#N)C(c4ccc(C)o4)CC(=O)N3C2)c1 (stereo not given)	i	i

# More records:
Structure	CHT allo act	CHT block
Cc1ccc2[nH]c3c(c2c1)CN(C(=O)CN1CCN(C(=O)c2ccco2)CC1)CC3	i	i
O=C(NCC1CCCO1)c1cccc(NC(=O)c2ccc(Br)cc2)c1 (stereo not given)	i	i
CSCCC(NS(=O)(=O)c1ccccc1F)C(=O)NCc1ccncc1 (stereo not given)	i	i
O=C(Oc1cccc(-n2cnnn2)c1)c1ccccc1	i	i
CCOc1ccc(C(=O)NCC(=O)NCC(c2cccs2)N2CCOCC2)cc1 (stereo not given)	i	i
CCCn1c(SCC(=O)NCc2ccc(Cl)cc2)n[nH]c1=O	i	i
Cc1c(C)c2ccc(OCC(=O)Nc3ccccn3)c(C)c2oc1=O	i	i
CS(=O)(=O)N(CC(=O)N/N=C/c1cccc2c1OCCO2)c1ccccc1Br	i	i
O=C(CC(=O)NC1CCCCC1)N/N=C/c1ccccc1[N+](=O)[O-]	i	i
CCNC(=S)NNC(=O)c1cc(-c2cccc(OCC)c2)nc2ccccc12	i	i
CNCC(=O)Nc1ccc(OC(F)(F)F)cc1	i	i
CC1CCN(S(=O)(=O)c2cc3c4c(c2)CCN4C(=O)CC3)CC1	i	i
CCOC(=O)c1cc(NC(=O)c2cccnc2)ccn1	i	i
CCCCNC(=S)Nc1ccc([N+](=O)[O-])cc1	i	-9.25*
CC[n+]1c(C)n(C)c2cc(S(=O)(=O)N(C)C)ccc21	i	i
COc1ccc(NCCC(O)c2ccc(Cl)cc2)cc1 (stereo not given)	i	i
O=C(NC1Cc2ccccc2C1)c1cc(COc2cccc(C(F)(F)F)c2)on1	i	i
N#Cc1nc(-c2cccc3ccccc23)oc1NCCN1CCCCC1	i	i
Clc1ncccc1-c1nc2ccccc2s1	i	i
O=C(NC(Cc1ccc(O)cc1)C(=O)O)c1ccco1 (stereo not given)	i	i
C=CCC(CC)C(=O)NC(=O)N1CCCc2ccccc21 (stereo not given)	i	i
Cc1[nH]c(C(=O)N/N=C/c2ccc(C(=O)O)cc2)c(C)c1C(=O)N/N=C/c1ccc(C(=O)O)cc1	i	i
N/C(=N\OC(=O)/C=C/c1ccccc1)c1ccc(Br)cc1	i	i
COc1ccc(CC(=O)NNS(=O)(=O)c2ccc3ccccc3c2)cc1OC	i	i

# Other records.
smiles	CHT allo act	CHT block
CN(C1=C(NC(=O)c2ccc(Cl)cc2)C(=O)c2ccccc2C1=O)c1ccccc1	i	i
Cn1cnnc1SCC(=O)NC1CCCc2ccccc21 (stereo not given)	i	i
COc1ccc(S(=O)(=O)N(Cc2cc3cc(C)ccc3[nH]c2=O)CC2CCCO2)cc1 (stereo not given)	i	i
O=C1CC(c2ccccc2)n2nc(NC(=O)C3CCCO3)nc2N1 (stereo not given)	i	i
Cc1ccnc(NC(=O)c2cc3ccccc3o2)c1	i	i
Cc1ccc(C)c(-c2nnc(NC(=O)c3ccco3)o2)c1	i	i
COc1cc(CC(=O)NNC(=O)c2cc(C)oc2C)cc(OC)c1OC	i	i
COc1ccc(OC)c(NC(=O)CCC(=O)Nc2nnc(C(F)(F)F)s2)c1	i	i
COC(=O)C(C)(C)ONC(=O)Nc1ccccc1	i	i
CC(=O)N1CCC(N(CCCOC(C)C)C(=O)Nc2ccc(Cl)cc2)CC1	i	i
CCN(CC(=O)NCc1cccs1)c1ccc(S(=O)(=O)N2CCCC2)cn1	i	i
CC(=O)Nc1cccc(NC(=O)COc2ccccc2C)c1	i	i
O=C(Cc1cccs1)N1CCN(S(=O)(=O)c2cccc([N+](=O)[O-])c2)CC1	i	i
CN(CCCN1CCOCC1)C(=O)c1cc(COc2c(F)cccc2F)on1	i	i
Cc1ccc(SCC2=NNC(=O)C2)cc1	i	i
CCOc1ccc(-c2cc(C(=O)NCCCN3CCN(CC)CC3)c3ccccc3n2)cc1	i	i
CCOC(=O)C1(Cc2ccccc2)CCCN(S(=O)(=O)N(C)C)C1 (stereo not given)	i	i
COC(=O)c1ccc(CN(c2ccccc2OC)S(=O)(=O)c2cccs2)o1	i	i
Cc1cc(/C=N/NC(=O)c2cccs2)c(C)n1-c1ccccc1	i	i
CN(C(=O)c1coc(=O)c2ccccc12)c1ccc(F)cc1	i	i
O=C(NCC(O)c1ccccc1)c1ccc(Cl)c(S(=O)(=O)N2CCCC2)c1 (stereo not given)	i	i
O=C(c1cc(-c2ccncc2)nc2ccc(Br)cc12)N1CCN(Cc2ccc3c(c2)OCO3)CC1	i	i
CCn1c(CC(=O)Nc2ccc(Cl)c(Cl)c2)nnc1SCc1ccc(Cl)cc1	i	i
COc1cc2c(cc1OC)CN(c1ccc(F)cc1[N+](=O)[O-])CC2	i	i
CCCn1c(SCC(=O)Nc2nc3ccccc3s2)nc2c1c(=O)n(C)c(=O)n2C	i	i
CCOc1ccc(NC(=O)C2CCCN(S(=O)(=O)c3ccc4c(c3)CC(C)N4C(C)=O)C2)cc1 (stereo not given)	i	i
Brc1ccc(Nc2c3c(nc4ncnn24)CCC3)cc1	i	i
O=C(Nc1cc(C(F)(F)F)ccc1Cl)C(NCc1ccccc1)c1ccccc1 (stereo not given)	i	i
CCN(CC)c1nc(N(CC)CC)[nH]c(=O)n1	i	i
Cc1cc(C)nc(N2CCC(C(=O)NNC(=O)c3ccccc3)CC2)n1	i	i
COc1cc(/C=C(\C#N)C(=O)Nc2ccccc2C(=O)O)cc(Cl)c1OC	i	i
CCCCNc1nc2cccnc2s1	i	i
Cc1ccsc1C(=O)OCC(=O)NCc1ccc2c(c1)OCO2	i	i
O=C(CSc1nnnn1-c1ccccc1)Nc1ncc(Cc2cc(Cl)ccc2Cl)s1	i	i
CC(=O)/C(=C/c1ccc(N(C)C)cc1)C(=O)c1ccccc1	i	i
C=CCNC(=S)NNC(=O)COc1ccc2cc(Br)ccc2c1	i	i
Cc1cc2[nH]c(=O)c(=O)[nH]c2cc1S(=O)(=O)N1CCN(c2ccccc2F)CC1	i	i
CN1C(=O)C(O)(CC(=O)/C=C\c2ccc3c(c2)OCO3)c2ccccc21 (stereo not given)	i	i
O=C1C2CCCN2C(c2cccs2)N1c1ccc(Cl)cc1 (stereo not given)	i	i
O=C(CSc1nnc(-c2cccnc2)o1)Nc1ccccc1Br	i	i
Cc1ccc(C(=O)NCCOC23CC4CC(CC(C4)C2)C3)cc1	i	i
CCOC(=O)Cn1c(=O)n(Cc2ccccc2)c(=O)c2cccnc21	i	i
CC1(CCc2ccccc2)NC(=O)N(CC(=O)Nc2ccccc2)C1=O (stereo not given)	i	i
CCOc1ccc(C2c3[nH]c4ccccc4c3CCN2Cc2cn(CC)nc2C)cc1 (stereo not given)	i	i
O=C(NCC1CCCO1)c1cc2c([nH]c3ccccc32)c(-c2cccc(Br)c2)n1 (stereo not given)	i	i

# In a second layout: results already given.
CCOC(=O)C1CCN(C(=O)CCc2ccc(S(=O)(=O)NC(C)C)cc2)CC1
  CHT allo act: i; CHT block: i

Cc1[nH]c(C(=O)N/N=C/c2ccc(C(=O)O)cc2)c(C)c1C(=O)N/N=C/c1ccc(C(=O)O)cc1
  CHT allo act: i; CHT block: i

CC(=O)c1sc(Nc2cccc(C)c2)nc1C
  CHT allo act: i; CHT block: i

CC1CCN(S(=O)(=O)c2cc3c4c(c2)CCN4C(=O)CC3)CC1
  CHT allo act: i; CHT block: i

# (cont.)
smiles	CHT allo act	CHT block
Cc1ccc(C2CC(C(F)(F)F)n3nc(C(=O)NCCN4CCOCC4)cc3N2)cc1 (stereo not given)	i	i
CCOC(=O)COc1cccc2c(=O)n(CC(N)=O)ccc12	i	i
CN(c1ccc(S(=O)(=O)N2CCOCC2)cn1)C1CCCCC1	i	i
CNC1=C([N+](=O)[O-])CC([N+](=O)[O-])=C(N2CCNCC2)N1C	i	i
COc1cc(Cl)ccc1OCc1cc(C(=O)N(C)CCc2cnn(C)c2)no1	i	i
CCOCCn1c(CN2CCCCC2C)nc2c1c(=O)n(C)c(=O)n2C (stereo not given)	i	i
O=C(c1nn(-c2ccccc2)c(=O)c2ccccc12)N1CCN(c2ccccn2)CC1	i	-6*
Cc1ccc(-c2nnn(CC(=O)N(CC(=O)NC3CCCC3)c3ccc(F)c(Cl)c3)n2)o1	i	i
Cc1nn(-c2ccccc2)c2c1C(O)CC(C)(C)C2 (stereo not given)	i	i
CN(C)Cc1nc2ccccc2c(=O)n1CC#N	i	i
CCOC(=O)/C(N)=C/c1ncc(C(F)(F)F)cc1Cl	i	i
COC(=O)c1ccc(NC(=S)NC2CC(C)(C)NC(C)(C)C2)cc1	i	i
CCOC(=O)/C(C#N)=C/N=c1ccc(C)cn1C	i	i
CCOC(=O)c1c(C)n(-c2ccc(C)cc2)c2ccc(OCC(O)CNCCCO)cc12 (stereo not given)	i	i
O=C1NC2(CCCCC2)N=C1c1ccc(Br)cc1	i	i
COCCn1c(N)c(C(=S)NC(=O)c2cccs2)c(=O)[nH]c1=O	i	i
Cc1cccc(C(=O)Nc2cccc(C(=O)N/N=C/c3ccncc3)c2)c1	i	i
CCOC(=O)c1c(NC(=S)NCCc2ccccc2)sc2c1CC(C(C)C)OC2 (stereo not given)	i	i
Cc1c(-c2ccccc2)[n+](=O)c2c(n1[O-])CCC2	i	i
CC(=O)NC(Cc1ccccc1)C(=O)NC1CCN(C(=O)c2ccc([N+](=O)[O-])cc2)CC1 (stereo not given)	i	i
COc1ccc(OC)c(NC(=O)c2ccc(NC3=NC4CS(=O)(=O)CC4S3)cc2)c1 (stereo not given)	i	i
COc1cc2c(cc1Cl)C(=O)C(F)(c1ccccc1)C(=O)N2 (stereo not given)	i	i
COc1ccc(CCNC(=O)CSc2nnnn2-c2ccccc2OC)cc1OC	i	i

# Screens deposited in PubChem BioAssay by Johns Hopkins Ion Channel Center.
